RXFP1 antagonist: blocks the human relaxin receptor RXFP1; Q9HBX9; HEK293-RXFP1, relaxin-stimulated cAMP HTRF, 30 min; hits give low values; activity change, negative = inhibition, % at 57.5 µM; 0.59% of 350,000 active; AID 1259400;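 active = activity change of -60% or lower, but not beyond a set lower limit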; also: % is scaled to controls: 0 for no effect and ±100 for the full control effect
Target sequence (Q9HBX9 whole entry, looked up): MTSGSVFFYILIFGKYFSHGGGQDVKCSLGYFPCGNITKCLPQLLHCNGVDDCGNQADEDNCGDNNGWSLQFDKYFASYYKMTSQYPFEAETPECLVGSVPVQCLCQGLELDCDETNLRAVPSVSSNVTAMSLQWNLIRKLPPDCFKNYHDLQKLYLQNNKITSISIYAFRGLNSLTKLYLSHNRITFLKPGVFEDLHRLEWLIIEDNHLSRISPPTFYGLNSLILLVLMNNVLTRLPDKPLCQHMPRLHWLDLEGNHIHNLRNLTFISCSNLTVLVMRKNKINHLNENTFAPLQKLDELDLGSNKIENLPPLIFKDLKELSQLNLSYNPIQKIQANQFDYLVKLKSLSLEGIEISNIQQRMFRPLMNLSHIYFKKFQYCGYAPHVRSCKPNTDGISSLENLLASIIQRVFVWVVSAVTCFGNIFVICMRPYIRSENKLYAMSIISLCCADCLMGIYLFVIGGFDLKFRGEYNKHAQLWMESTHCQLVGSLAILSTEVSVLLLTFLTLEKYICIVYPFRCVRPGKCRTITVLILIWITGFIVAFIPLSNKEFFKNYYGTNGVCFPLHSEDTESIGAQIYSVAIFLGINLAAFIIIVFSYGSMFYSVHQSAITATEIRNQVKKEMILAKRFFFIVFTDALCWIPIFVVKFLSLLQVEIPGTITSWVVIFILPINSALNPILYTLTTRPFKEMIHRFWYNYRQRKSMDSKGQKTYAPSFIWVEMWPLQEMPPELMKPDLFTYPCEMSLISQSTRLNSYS
TRHR enhancer: TRH receptor (human) allosteric enhancement; P34981; TRHR cells, fluo-8 calcium fluorescence, EC20 TRH enhancement; enhancement, % at 2 µM; 0.66% of 360,000 active; AID 493056; in the data active = enhancement above about 30%; also: 0% is about no effect
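TRHR-expressing cells loaded with fluo-8 calcium dye were read kinetically (ex 480/em 530) during compound addition, then stimulated with an EC20 of TRH (10 nM final). Enhancement of the Gq-mediated intracellular calcium response was scored.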
D1 antagonist: blocks dopamine activation of the human D1 receptor. P21728. HEK293 TREx D1 cells, calcium flux, dopamine EC80; hits give low values. activity change, negative = inhibition, % at 10 µM. 3.2% of 360,000 active; in the data active = activity change below about -30%; also: % is scaled to controls: 0 for no effect and ±100 for the full control effect
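Antagonism measured as reduced calcium response to an EC80 dopamine addition following 180 s compound pre-read; cells were inducible HEK293 Trex D1 plated overnight at 30 C, read kinetically at 1 cycle/sec.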
D1 potentiator: potentiators of human D1 dopamine receptor. P21728. HEK293 TREx D1 cells, calcium flux, dopamine EC20 potentiation. potentiation, % at 10 µM. 0.036% of 360,000 active. AID 504651; in the data active = potentiation above about 30%; also: 0% is about no effect
D2 PAM: positively modulates the human D2 dopamine receptor allosterically; HEK293 T-REx D2, calcium flux, EC20 dopamine potentiation; potentiation, % at 10 µM; 0.34% of 340,000 active; AID 485347;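 active = potentiation over 3 SD above the plate norm, cut at about 30% in these data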; also: 0% is about no effect
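Primary screen. Calcium kinetics in induced HEK293 T-REx D2 cells: compound pre-addition 180 s, EC20 dopamine, 180 s more.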
RXFP1 agonist: activates the human relaxin receptor RXFP1; Q9HBX9; HEK293T-RXFP1 cAMP TR-FRET, 30 min; response scale: percent of porcine relaxin response, buffer zero; Potency, µM (highest dose often 57.5 µM), for the others: top-dose activation, hits mostly activators; 0.3% of 370,000 active; AID 2676; active = well fitted activation curve with a large enough effect; also: potency is read from the fitted curve at half-maximal effect; % is scaled to controls: 0 for no effect and ±100 for the full control effect; nearly all actives have a fitted effect of over 60% in size; many of its hits are not listed in these tables
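cAMP rise read by TR-FRET after 30 min, 37C compound exposure (up to 58 uM) in RXFP1-transfected HEK293 cells with Ro 20174 present. EC50 from Hill-equation fits, with 29 nM porcine relaxin as 100% and buffer as basal.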
D1 ag: agonists of human D1 dopamine receptor | P21728 | HEK293 T-REx D1 cells, calcium flux, agonist mode | activation, % at 2 µM | 1% of 360,000 active | AID 504660; in the data active = activation above about 30%; also: 0% is about no effect
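Tetracycline-induced HEK293 TREx D1 cells, force-coupled to calcium signalling, were dye-loaded with a no-wash calcium kit. Compound was pin-added after a 10 s baseline. Fluorescence was read kinetically at 1 cycle/s for 180 s, with calcium rises flagged as agonism.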
D2 antagonist: D2 dopamine receptor (human) antagonism; P14416; HEK293 TREx D2 cells, calcium flux, dopamine EC80; inhibition, % at 10 µM; 2% of 340,000 active; AID 485344; in the data active = inhibition above about 30%; also: 0% is about no effect
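Overnight-induced (tetracycline, 30 C) HEK293 T-REx cells carrying force-coupled D2 receive a no-wash calcium dye, then compound, then EC80 dopamine at 180 s; signals are read kinetically throughout.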
D2 agonist: activates the human D2 dopamine receptor | P14416 | HEK293 T-REx D2 cells, calcium flux agonist mode | activation, % at 2 µM | 0.53% of 340,000 active | AID 485358;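 active = activation over 3 SD above normal in the single-dose calcium agonist read, cut at about 30% in these data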; also: 0% is about no effect
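In this primary screen, compounds producing a positive calcium signal within 180 s of addition to tetracycline-induced, force-coupled HEK293 Trex D2 cells are flagged; cells are dye-loaded with a no-wash calcium kit beforehand.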
* marks the source's active call; other numbers are inactive results; · = no result given; & = joins results of further samples.

Every second line gives: RXFP1 antagonist	TRHR enhancer	D1 antagonist	D1 potentiator	D2 PAM	RXFP1 agonist	D1 ag	D2 antagonist	D2 agonist
> CCOc1ccc(NC(=O)C2CCCN(C(=O)NCc3ccccc3)C2)cc1 (stereo not given)
  -5.0	-3.3	7.3	2.5	15.8	1.0%	-0.6	-20.2	-1.3
> CCC1C(=O)Nc2ccccc2N1C(=O)COc1ccccc1 (stereo not given)
  -1.9	3.3	2.2	8.7	1.0	-1.1%	0.3	5.7	0.5
> Cc1ccc(C2CC(=O)Nc3sc(C(N)=O)c(N)c32)cc1 (stereo not given)
  0.2	13.7	-8.3	1.2	-9.3	0.0%	0.9	-3.2	1.1
> Cc1ccc2cc(C#N)c(SCC(=O)N3CCCc4ccccc43)nc2c1
  -3.9	1.1	-4.2	-0.9	-4.3	-2.4%	6.5	-4.2	-0.2
> COCc1cc(C)nc2sc3c(=O)n(Cc4ccco4)nnc3c12
  ·	0.5	5.0	·	1.3	-1.4%	0.0	27.7	-0.6
> O=C(CCCCCN1C(=O)c2ccccc2C1=O)Nc1ccc(C(=O)O)cc1
  1.0	-4.5	-4.1	-0.2	2.9	0.8%	0.3	-14.6	1.5
> O=[N+]([O-])c1ccc(O)c(/C=N/Nc2ccccn2)c1
  -10.4	0.8	0.7	-0.9	-4.6	-5.7%	2.0	-2.3	1.4
> COc1cc2c(cc1OC)/C(=C/C(=O)c1ccc(NC(C)=O)cc1)NCC2
  4.5	13.3	-8.6	-5.0	7.7	4.0%	2.9	-18.6	8.1
> COc1cccc(N2CCN(C(=O)CCSCc3ccccc3F)CC2)c1
  -6.2&-19.4	-6.6&-1.5	6.2&-23.8	-2.1&5.7	4.1	4.0%&0.1%	-0.2&0.5	15.8	-0.1&0.2
> O=C(NC1CCCC1)C1CCC(=O)N1C1CCCC1 (stereo not given)
  5.4	2.0	17.4	-4.5	11.4	2.1%	1.4	5.4	0.4
> COc1cccc(C(=O)NNC2=C(C(=O)C(F)(F)F)CCC2)c1
  -7.7	33.2*	8.4	0.6	-5.8	-1.5%	3.9	-14.5	0.4
> O=[N+]([O-])c1ccc(N2CCN(c3ccccc3O)CC2)c(Cl)c1
  8.3	9.1	-35.6*	-6.8	15.6	5.9%	9.1	-13.9	-0.5
> CCOC(=O)C1C(c2ccc(C)o2)NC(=O)NC1(O)C(F)(F)F (stereo not given)
  -5.6	9.1	-4.6	-0.6	2.9	-0.1%	3.8	-5.0	0.7
> CCc1ccc(S(=O)(=O)NCc2ccc(N3CCN(C)CC3)cc2)cc1
  8.6	0.9	1.3	-1.8	2.8	-0.9%	4.7	-2.8	1.3
> COc1ccc(CNC(=O)COC(=O)CN2C(=O)C(C)Oc3ccc(C)cc32)cc1 (stereo not given)
  -4.0	-1.7	0.9	-4.0	-29.1	-0.6%	-0.8	17.7	0.4
> COc1ccc(CCN2C(=O)CS/C2=N\NC(=O)c2cccs2)cc1OC
  -8.7	4.2	3.0	2.3	3.5	1.3%	1.2	1.3	-0.4
> CCOC(=O)N1CCN(C(=O)/C(=C/c2ccc(Br)cc2)NC(=O)c2ccc(OC)cc2)CC1
  ·	3.1	8.5	-3.9	1.4	2.8%	-0.6	·	·
> Cc1ccc(C(=O)Nc2ccc3c(c2)OCO3)o1
  1.2	-2.3	-7.2	-5.1	3.7	-0.3%	0.3	11.8	0.5
> CSc1ncccc1C(=O)NC1CCCCCC1
  2.2	2.1	2.6	3.4	1.3	0.7%	0.2	5.8	0.8
> CCc1ccc(NC(=O)Cn2ncn3c(cc4ccccc43)c2=O)cc1
  -2.3&-31.3	-1.5&6.2	5.2&-1.8	3.7&-1.8	-5.0&9.0	-0.5%&-0.3%	4.4&3.7	12.2	-0.5&-0.5
> COc1cccc(C(=O)NCC(c2ccco2)N2CCOCC2)c1 (stereo not given)
  -13.4	-2.8	-5.8	3.1	8.3	0.3%	1.3	7.1	-0.3
> CCOC(=O)N1CCN(C(=O)c2ccccc2Oc2ccccc2)CC1
  -7.4	-2.3	19.6	-10.7	-5.2	2.4%	2.9	2.7	1.4
> CSc1sc(C(=O)NCC2CC2)c(-c2cccs2)c1C#N
  -22.3	2.3	-17.7	-6.8	10.7	-0.1%	3.4	-3.3	0.1
> CN1CN=C(NS(=O)(=O)c2ccc([N+](=O)[O-])cc2)NC1
  7.1	5.1	23.0	-4.4	-2.4	4.3%	1.8	4.0	1.0
> CC1CCN(S(=O)(=O)c2cn(CC(=O)Nc3ccc(OC(F)(F)F)cc3)cn2)CC1
  -2.2	6.1	3.0	-0.6	0.1	0.8%	1.2	-2.2	0.3
> CCCCNC(=O)c1ccc(CNS(=O)(=O)c2ccc(Br)cc2)cc1
  3.9	-7.4	-0.2	-5.8	2.8	-1.0%	0.9	-7.0	-0.8
> CC1(C)CC(=O)c2c(Cc3ccccc3)noc2C1
  -9.2	31.7*	-11.5	-2.3	10.0	-1.1%	2.2	7.0	-0.1
> O=C(CSc1nc2ccccc2nc1N1CCCCC1)N1CCN(c2ccccc2)CC1
  2.4	-0.7	40.6	1.4	10.6	5.2%	5.8	8.9	-0.4
> CCCCN(CC)CCCNC(=O)Cn1nc(CC)n2c(cc3sccc32)c1=O
  -9.2	-4.9	-10.9	-4.3	-11.9	3.1%	-0.2	·	-0.1
> O=C(N/N=C\c1ccc(Cl)s1)c1ccc(Cn2cccn2)o1
  -1.7	7.5	-6.5	1.1	0.8	10.4%	-1.8	-4.9	-1.2
> O=C(COC(=O)c1ccccn1)Nc1cccc2ccccc12
  -13.8	-8.5	14.1	-4.2	-3.0	0.7%	9.0	14.8	1.6
> CCN1CCSc2ccc(C(=O)NCc3ccccc3F)cc21
  0.2	1.1	1.3	-3.9	-24.0	8.5%	2.4	-12.9	1.5
> CC(=O)Nc1ccc(NC(=O)COc2ncnc3ccccc23)cc1
  -7.0	1.5	-2.2	2.5	12.1	6.9%	0.4	-6.2	3.8
> CCOC(=O)c1ccccc1NC(=O)c1ccc(F)cc1
  -23.7	-10.3	5.1	-5.3	-8.5	1.7%	4.4	5.8	1.1
> CC(C)Cc1cc(C(=O)Nc2ccccc2)c2ccccc2n1
  -18.3	4.0	5.7	-0.9	5.2	0.9%	0.3	2.8	-0.1
> Cc1ccc(CNC(=O)C2(C)Oc3ccccc3NC2=O)cc1 (stereo not given)
  -3.2	2.4	-5.0	-4.5	-5.2	1.1%	0.4	-5.7	-0.1
> O=C(CCn1ccc2cc(S(=O)(=O)N3CCCC3)ccc21)NCc1ccccc1Br
  -9.4	-2.1	1.2	-1.9	2.5	2.3%	1.3	·	0.4
> O=C(Cc1c(F)cccc1Cl)Nc1cccc(S(=O)(=O)NC2=NCCCCC2)c1
  -4.9	-11.2	-0.6	-7.8	3.6	2.1%	3.6	31.1*	0.0
> CNC(=O)CSc1nnc(-c2ccc(S(=O)(=O)N3CCCC3)cc2)n1-c1cccc(C)c1C
  13.3	4.6	7.4	0.1	·	0.5%	1.3	·	·
> CNC(=O)COc1coc(CN2CCN(c3ccccc3F)CC2)cc1=O
  20.2	1.5	-15.4	10.1	8.3	-0.1%	7.5	-6.2	1.9
> COCc1cc(=O)[nH]c(/N=C(\N)Nc2c(F)cccc2F)n1
  9.0	1.6	-3.5	0.7	-10.8	2.3%	0.5	3.6	0.4
> O=C(CSCc1ccccc1)Nc1cccc(C(=O)Nc2ccccc2C(=O)O)c1
  -2.5	-3.8	33.0	-8.7	27.7	0.6%	1.0	20.1	0.1
> Cc1ccc(CO)cc1Nc1ncnc2onc(-c3ccc(F)cc3)c12
  -8.6	2.7	7.1	0.9	-13.5	-2.7%	-0.3	·	·
> O=S(=O)(c1ccc(Cl)cc1)N1CCCC(c2nc(-c3ccc(F)cc3)no2)C1 (stereo not given)
  ·	-2.1	8.0	-2.1	-3.1	0.2%	3.2	51.5*	0.3
> CC(C)Cc1nnc(NC(=O)CCNC(=O)c2ccccc2Cl)s1
  5.7	-8.3	16.0	-2.5	9.2	-1.4%	2.5	-3.8	1.6

Looked up one by one from the entries so far (2):
Every second line gives: RXFP1 antagonist	TRHR enhancer	D1 antagonist	D1 potentiator	D2 PAM	RXFP1 agonist	D1 ag	D2 antagonist	D2 agonist
> COc1cccc(C(=O)NNC2=C(C(=O)C(F)(F)F)CCC2)c1
  -7.7	33.2*	8.4	0.6	-5.8	-1.5%	3.9	-14.5	0.4
> CCN1CCSc2ccc(C(=O)NCc3ccccc3F)cc21
  0.2	1.1	1.3	-3.9	-24.0	8.5%	2.4	-12.9	1.5

Further structures:
Every second line gives: RXFP1 antagonist	TRHR enhancer	D1 antagonist	D1 potentiator	D2 PAM	RXFP1 agonist	D1 ag	D2 antagonist	D2 agonist
> CCOC(=O)c1c(OCCO)nn(-c2ccccc2)c1N
  -19.3	-6.1	8.1	-0.8	2.9	-3.1%	0.1	-8.0	0.2
> CCC(=O)NC(=S)Nc1cccc(NC(=O)c2ccccc2Cl)c1
  9.5	-3.4	-4.5	-5.3	-1.5	3.0%	0.9	5.2	-0.6
> O=C(Nc1cccc(-c2cn3ccccc3n2)c1)c1cc2ccccc2oc1=O
  22.7	-2.1	-35.3*	3.1	6.7	0.6%	0.0	-9.5	0.5
> O=C(NC1CCCCC1)c1cccc(OCc2ccccc2)c1
  -3.7	-3.1	-27.2	-2.2	-10.3	-0.4%	37.1*	·	1.1
> CC(C)CN(C(=O)CC1CCCC1)c1c(N)n(Cc2ccccc2)c(=O)[nH]c1=O
  -5.0	-3.7	4.1	3.4	0.7	0.0%	0.6	14.9	0.1
> C/C(CC(=O)Nc1cccnc1)=N/NC(=O)COc1ccc(Cl)cc1Br
  -13.8	4.1	-12.6	3.8	-12.1	-1.5%	1.0	-16.9	0.4
> Cc1cc(C)c(C)c(OCCN2CC(C)OC(C)C2)c1 (stereo not given)
  -6.0	-0.3	-5.9	-0.1	-13.8	1.2%	1.5	-15.8	-0.5
> O=C(COC(=O)Cc1ccc(Cl)cc1)NCc1ccc2c(c1)OCO2
  -15.9	-12.0	-3.9	-6.5	5.4	0.8%	9.8	-2.8	-0.3
> CC1Cc2ccccc2N1S(=O)(=O)c1ccc(Cl)nc1 (stereo not given)
  -19.9	22.0	-20.9	-4.2	-7.0	-1.2%	1.7	-3.8	-0.8
> Cc1c(C(=O)n2cnc3ccccc32)cccc1[N+](=O)[O-]
  -11.4	-5.0	-0.8	-7.0	·	1.5%	2.0	·	·
> Cc1ccc(CCNC(=O)c2nnn(-c3cccc(C)c3)c2N)cc1
  -1.0	-1.6	-6.9	-5.8	6.7	2.0%	9.4	24.8	-0.1
> Cc1ccc(Nc2nc3nonc3nc2N(C)C)cc1
  2.8	-6.5	-10.5	-4.2	-6.7	-0.1%	-0.5	-31.0	0.1
> O=C(NC(=S)N1CCCCC1)C12CC3CC(CC(C3)C1)C2
  -8.9	7.3	-9.3	1.0	-8.9	0.7%	2.9	-2.2	0.6
> Cc1ccccc1/C=N\NC(=O)c1ccccc1-n1cccc1
  -11.3	26.5	12.1	-1.7	-2.3	-1.3%	-0.8	2.4	-1.0

Compound activity as filed in PubChem.

This is a subset; rates above refer to the full screens.
